Screens: PubChem BioAssay, Sanford-Burnham Center for Chemical Genomics
MT1-MMP txn act – MT1-MMP promoter transcription activation. HT1080 MT1-MMP promoter luciferase reporter, luminescence, overnight; active compounds read high. activation factor at 10 µM. 86,000 tested, 0.16% active. AID 750;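 active = activation factor of at least 2 for MT1-MMP transcription at 10 µM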
Starred values were filed as active, the others as inactive. The list is partial; the hit share may differ from the screen's.

MT1-MMP txn act	canonical_smiles
1.1	COC(=O)c1ccc(CN2[C@H](C(=O)OC)C[C@@]3(O)[C@@H](O)[C@@H](O)[C@@H](O)C[C@@H]23)cc1
1.1	COC(=O)c1cccc(C23CC4(C2)[C@H](CN(Cc2ccc(-c5ccccc5)cc2)[C@@H]4c2ccccc2)C3c2ccc(C(F)(F)F)cc2)c1 (stereo partly drawn)
1.3	C[C@@H](C(=O)Nc1ccc2ccccc2c1)[C@H]1C[C@]1(C)[C@H](NC(=O)Oc1ccc(F)cc1)c1ccccc1
1.1	COC(=O)[C@@H]1C[C@@]2(O)[C@H](O)[C@H](O)[C@H](O)C[C@H]2N1Cc1ccccc1OS(=O)(=O)c1ccc(C)cc1
1.2	COC(=O)c1ccc(C(NC(=O)OCc2ccccc2)/C(=C/[C@@H](C)C(=O)N(C)Cc2ccccc2)C(F)(F)F)cc1 (stereo partly drawn)
1.5	COc1cccc(/C=N/Nc2snc(SC)c2C#N)c1O
1.2	O=C(O)c1ccc(CS(=O)(=O)Cc2ccccc2F)o1
1.1	CN1C[C@@H]2C(c3ccccc3)C3(c4cccnc4)CC2(C3)[C@H]1c1ccccc1 (stereo partly drawn)
1.2	Cc1ccc(C(CC(=O)O)Nc2nc(N3CCOCC3)nc(N3CCOCC3)n2)cc1 (stereo not drawn)
1.1	CN(CC(=O)N1CCN(c2ccccn2)CC1)S(=O)(=O)c1cccc2nsnc12
1.1	FC(F)(F)c1ccc(CN2C[C@@H]3C(c4ccc(Cl)nc4)C4(c5cccnc5)CC3(C4)[C@H]2c2ccccc2)cc1 (stereo partly drawn)
1.1	C[C@@H](C(=O)NCc1ccc(S(C)(=O)=O)cc1)[C@H]1C[C@]1(C)[C@H](NC(=O)OCc1ccccc1)c1ccccc1
1.1	COC(=O)[C@@]1(Cc2ccc(F)cc2)[C@H]2c3cc(C(=O)N(C)C)n(CCF)c3C[C@H]2CN1C(=O)c1ccccc1
1	COC(=O)[C@@H]1C[C@@]2(O)[C@H](O)[C@H](O)[C@H](O)C[C@H]2N1Cc1ccc(-c2ccccc2)cc1
1.1	CC(=O)Nc1cc(N2C(=O)CCC2=O)ccc1Cl
1.2	COC(=O)[C@@]1(Cc2ccc(F)cc2)[C@H]2c3cc(C(=O)N4CCCC4)n(CCc4ccc(O)c(O)c4)c3C[C@H]2CN1C(=O)c1ccccc1
1.1	CCOC(=O)C1=C(C)N(CCCC(=O)O)C(=O)NC1c1ccc(C(F)(F)F)cc1 (stereo not drawn)
1.2	O=C(NCc1ccccn1)[C@@H]1C[C@H]1[C@@H](NP(=O)(c1ccccc1)c1ccccc1)c1ccccc1
1.1	CCOC(=O)c1c(NC(=O)CN2CCN(c3ccccn3)CC2)sc2c1CCCC2
1.2	COC(=O)[C@@]1(Cc2ccc(F)cc2)[C@H]2c3cc(C(=O)N4CCCC4)n(Cc4c(CO)[nH]cc(C)c4=O)c3C[C@H]2CN1C(=O)c1ccccc1
1.3	CCOC(=O)c1cc2c(=O)n3cccc(C)c3nc2n(CCc2ccc(OC)c(OC)c2)c1=N
1.1	CCC1=C(OC(=O)N(CC)CC)N2C(=O)OC(=NCC3CC3)[C@]2(Cc2ccccc2)[C@H]2C1=CC[C@H]1C(=O)N(CC)C(=O)[C@H]12
1.1	COCCNC(=O)[C@H](C)/C=C/C(NC(=O)OCc1ccccc1)c1ccc(C(=O)OC)cc1 (stereo partly drawn)
1	CC(=O)N1CC=CC1(CC(C)C)C(=O)NCC1CC1 (stereo not drawn)
1.3	C[C@@H](C(=O)Nc1ccc2ccccc2c1)[C@@H]1C[C@@]1(C)[C@@H](NC(=O)OCc1ccccc1)c1ccccc1
1.2	C[C@H]1C2=C3[C@@H](C[C@H]4C(=O)N(c5ccccc5)C(=O)[C@H]4[C@H]3[C@@]3(Cc4ccccc4)C(=NCCc4c[nH]c5ccccc45)OC(=O)N3C2=O)[C@H]2C(=O)N(c3ccccc3)C(=O)[C@H]21
1.1	Cc1cc(C)c(S(=O)(=O)n2nc(C)c(Br)c2C)c(C)c1
1	CC(C)CC1(C(=O)NCCc2c[nH]c3ccccc23)C=CCN1C(=O)c1ccccc1 (stereo not drawn)
1.1	CCOC(=O)C1=C(C)N(CCCC(=O)O)C(=O)NC1c1ccccc1OC(=O)c1cccs1 (stereo not drawn)
1.2	CC(=O)N[C@@H](c1ccccc1)[C@]1(C)C[C@H]1[C@@H](C)C(=O)Nc1ccc2ccccc2c1
1.2	CCOc1ccc(S(=O)(=O)NCc2ccc(OC)cc2)c2cccnc12
1.1	COC(=O)c1ccc(CN2[C@@H]3C[C@@H](O)CC[C@@H]3C[C@H]2C(=O)OC)cc1

5 entries already listed, arranged by the value under MT1-MMP txn act, high to low.
MT1-MMP txn act	canonical_smiles
1.5	COc1cccc(/C=N/Nc2snc(SC)c2C#N)c1O
1.3	CCOC(=O)c1cc2c(=O)n3cccc(C)c3nc2n(CCc2ccc(OC)c(OC)c2)c1=N
1.2	COC(=O)c1ccc(C(NC(=O)OCc2ccccc2)/C(=C/[C@@H](C)C(=O)N(C)Cc2ccccc2)C(F)(F)F)cc1 (stereo partly drawn)
1.1	CCOC(=O)C1=C(C)N(CCCC(=O)O)C(=O)NC1c1ccccc1OC(=O)c1cccs1 (stereo not drawn)
1	CC(C)CC1(C(=O)NCCc2c[nH]c3ccccc23)C=CCN1C(=O)c1ccccc1 (stereo not drawn)

Continued.
MT1-MMP txn act	canonical_smiles
1.2	C[C@@H](C(=O)Nc1ccc2ccccc2c1)[C@H]1C[C@]1(C)[C@H](NS(=O)(=O)c1ccc2ccccc2c1)c1ccccc1
1.1	COC(=O)[C@@]1(Cc2ccc(F)cc2)[C@@H]2[C@@H](CC(=O)[C@H]2CC(=O)C(=O)N(C)C)CN1C(=O)c1ccccc1
1.1	c1ccc(-c2ccc(CN3C[C@@H]4C(c5ccccc5)C5(c6ccccc6)CC4(C5)[C@H]3c3ccccc3)cc2)cc1 (stereo partly drawn)
1	COc1ccc(CCn2c(=N)c(C#N)cc3c(=O)n4ccccc4nc32)cc1
1.1	CN1C[C@@H]2C(c3ccc(C(F)(F)F)cc3)C3(c4ccccc4)CC2(C3)[C@H]1c1ccccc1 (stereo partly drawn)
1	CSC1=C(C#N)C(C)CC(=O)N1 (stereo not drawn)
1.1	CCNC(=O)[C@H](C)/C=C/C(NC(=O)OCc1ccccc1)c1ccc(C(=O)OC)cc1 (stereo partly drawn)
1	COC(=O)N1CC=CC1(C)C(=O)NCCN1CCOCC1 (stereo not drawn)
1.1	COC(=O)c1cccc(C23CC4(C2)[C@H](CN(Cc2ccc(C(F)(F)F)cc2)[C@@H]4c2ccccc2)C3c2ccc(C(F)(F)F)cc2)c1 (stereo partly drawn)
1.1	CCCCCCN(C(=O)CCCCCN1C(=O)NC(c2ccccc2-c2ccccc2)C(C(=O)OCc2ccccc2)=C1C)C(C(=O)NCCCC)c1ccc(OCC(=O)OC)c(C(=O)OC)c1 (stereo not drawn)
1.1	COc1cccc2c1NC(C(=O)O)C1CC=CC21 (stereo not drawn)
1	COC(=O)[C@@H]1C[C@H]2CC[C@H](O)C[C@H]2N1Cc1ccc(N2CCOCC2)cc1
1.1	COc1cc2nc3c(c([Si](C)(C)C(C)(C)C)c2cc1OC)Cn1c-3cccc1=O
1.2	COC(=O)[C@@]1(Cc2ccc(OC)cc2)[C@H]2c3cc(C(=O)N(C)C)n(Cc4ccsc4Br)c3C[C@H]2CN1C(=O)c1ccccc1
1.1	COC(=O)c1cccc(C23CC4(C2)[C@H](CN(CC2CCCCC2)[C@@H]4c2ccccc2)C3c2ccccc2)c1 (stereo partly drawn)
1.1	O=C1C=C(NCCO)C(=O)c2cnccc21

6 entries from above, reformatted:
canonical_smiles | MT1-MMP txn act
COC(=O)[C@@H]1C[C@H]2CC[C@H](O)C[C@H]2N1Cc1ccc(N2CCOCC2)cc1 | 1
O=C1C=C(NCCO)C(=O)c2cnccc21 | 1.1
COc1cccc2c1NC(C(=O)O)C1CC=CC21 (stereo not drawn) | 1.1
COC(=O)c1cccc(C23CC4(C2)[C@H](CN(CC2CCCCC2)[C@@H]4c2ccccc2)C3c2ccccc2)c1 (stereo partly drawn) | 1.1
COc1cc2nc3c(c([Si](C)(C)C(C)(C)C)c2cc1OC)Cn1c-3cccc1=O | 1.1
COC(=O)c1cccc(C23CC4(C2)[C@H](CN(Cc2ccc(C(F)(F)F)cc2)[C@@H]4c2ccccc2)C3c2ccc(C(F)(F)F)cc2)c1 (stereo partly drawn) | 1.1

Additional entries follow.
MT1-MMP txn act	canonical_smiles
1.1	CC1=C(C(=O)OCc2ccccc2)C(c2ccccc2OC(=O)c2ccc(I)cc2)NC(=O)N1CCCC(=O)O (stereo not drawn)
1.1	O=C(N[C@@H](Cc1ccccc1)C(=O)O)c1ccccc1
1	Cc1ccc(CNC(=O)C2(CC(C)C)C=CCN2C(=O)c2ccccc2)o1 (stereo not drawn)
1.2	CCC1=C2CC[C@H]3C(=O)N(CC)C(=O)[C@H]3[C@H]2[C@@]2(Cc3ccccc3)C(=NCCOC)OC(=O)N2C1=O
1.1	COC(=O)c1ccc(C(NC(=O)OCc2ccccc2)/C(=C/[C@@H](C)C(=O)NCc2ccc(S(C)(=O)=O)cc2)C(F)(F)F)cc1 (stereo partly drawn)
1	CC[Si](CC)(CC)c1c2c(nc3ccc(OC)cc13)-c1cccc(=O)n1C2
1.1	CCC1=C2CC[C@H]3C(=O)N(CC)C(=O)[C@H]3[C@H]2[C@@]2(Cc3ccccc3)C(=O)N(CC3CC3)C(=O)N2C1=O
1.1	N[C@H](Cc1c[nH]c2ccccc12)C(=O)O
1.1	CCC1=C(C)N(CCCC(=O)O)C(=O)NC1c1cccc(Cl)c1Cl (stereo not drawn)
1.6	CCOc1cccc2cc(-c3nnc(-c4ccccc4)o3)c(=O)oc12
1	CC(=O)N1CC=CC1(CC(C)C)C(=O)NCc1ccc(C)o1 (stereo not drawn)
1	OC1c2ccccc2-c2nc3ccccc3cc21 (stereo not drawn)
1.1	Nc1cc(=O)[nH]c(=O)n1Cc1ccccc1
1.3	CCCCCC1=C2CNC(CC(C)C)(C(=O)OC)C=C2C(C)C1=O (stereo not drawn)
1.2	COC(=O)[C@@]1(Cc2ccc(F)cc2)[C@H]2c3cc(C(=O)N(C)C)n(Cc4cccc5ccccc45)c3C[C@H]2CN1C(=O)c1ccccc1
1.1	CC(=O)N1[C@H](C)C=C[C@]1(Cc1ccccc1)C(=O)NCCN1CCOCC1
1.2	CN1C[C@@H]2C(c3ccccc3)C3(c4ccc(C#N)cc4)CC2(C3)[C@H]1c1ccccc1 (stereo partly drawn)
1.1	O=C(N[C@@H](c1ccccc1)[C@@H]1C[C@H]1C(=O)O)OCc1ccccc1
1.1	COC(=O)C1=C(CCc2ccccc2)NC(=O)NC1c1ccc(Cl)cc1 (stereo not drawn)
1.1	COC(=O)[C@@H]1C[C@H]2CC[C@H](O)C[C@H]2N1Cc1ccc(C(F)(F)F)cc1
1.3	CCCC[C@@H]1C[C@H]1C(NC(=O)c1cccs1)c1ccc(-c2ccccc2)cc1 (stereo partly drawn)
1.2	COC(=O)c1cc(-c2ccccc2)n(CCNC(=O)CCCCCN2C(=O)NC(c3ccc(-c4ccccc4)cc3)C(C(=O)OCc3ccccc3)=C2C)c1C (stereo not drawn)
1.1	COC(=O)c1ccc(C(NC(=O)OCc2ccccc2)/C(=C/[C@@H](C)C(=O)Nc2ccccc2)C(F)(F)F)cc1 (stereo partly drawn)
1.3	CCC(C)C(NCc1cccc(C)c1)C(=O)O (stereo not drawn)
1.1	CC1=C(C(=O)OC(C)(C)C)C(c2ccc(Br)cc2)NC(=O)N1CCCC(=O)O (stereo not drawn)
1.1	CCCC[C@H]1C[C@@H]1[C@@H]1N(P(=O)(c2ccccc2)c2ccccc2)[C@](CO)(c2ccccc2)CC12CC2
1.2	CCC/C=C(\CCC)C(NS(=O)(=O)c1cccc2cccnc12)c1ccc(C(=O)OC)cc1 (stereo not drawn)
1	CC(C)NS(=O)(=O)c1ccc(NC(=O)c2cccnc2)cc1
1.2	CCC1=C2CC[C@H]3C(=O)NC(=O)[C@H]3[C@H]2[C@@]2(C)C(=NCCc3c[nH]c4ccccc34)OC(=O)N2C1=O
1.2	COC(=O)[C@@]1(Cc2ccc(F)cc2)[C@H]2c3cc(C(=O)N4CCCC4)n(Cc4ccccc4)c3C[C@H]2CN1C(=O)c1ccccc1
0.9	CCN1CSC(=S)N(Cc2ccc(OC)cc2)C1
1.1	COC(=O)[C@@]1(Cc2ccc(OC)cc2)[C@H]2c3cc(C(=O)N4CCCC4)n(CCn4cc([N+](=O)[O-])nc4C)c3C[C@H]2CN1C(=O)c1ccccc1
1.3	CNC(=O)C1(C)C=CCN1C(=O)OC (stereo not drawn)
1	COC(=O)[C@@]1(Cc2ccc(OC)cc2)[C@H]2c3cc(C(=O)N4CCCC4)n(Cc4ccc(C)c(F)c4F)c3C[C@H]2CN1C(=O)c1ccccc1
1.1	COC(=O)c1ccc(C(/C=C/[C@@H](C)C(=O)NCCc2c[nH]c3ccccc23)NC(=O)OCc2ccccc2)cc1 (stereo partly drawn)
1.1	COC(=O)c1ccc(C(NC(=O)OCc2ccccc2)/C(C)=C/[C@@H](C)C(=O)NCc2cc(C)on2)cc1 (stereo partly drawn)
1.2	COC(=O)[C@@]1(Cc2ccc(OC)cc2)[C@H]2c3cc(C(=O)N(C)C)n(Cc4cc(F)c(F)c(F)c4)c3C[C@H]2CN1C(=O)c1ccccc1
1	CC(C)(C)NC(=O)C(c1ccc(I)cc1)N(CCN1CCOCC1)C(=O)CCCNC(=O)c1ccccc1 (stereo not drawn)
1.2	Cc1ccc(C2C(C(=O)O)c3ccccc3C(=O)N2C)c(C)c1 (stereo not drawn)
1.1	COC(=O)c1ccc(C(NC(=O)OCc2ccccc2)/C(F)=C/[C@@H](C)C(=O)NCCN2CCOCC2)cc1 (stereo partly drawn)
1.1	C[C@@H](C(=O)NCCc1c[nH]c2ccccc12)[C@@H]1C[C@@]1(C)[C@@H](NC(=O)OCc1ccccc1)c1ccccc1
1.2	COC(=O)c1ccc(C(/C=C/[C@@H](C)C(=O)NCc2ccc(C)o2)NC(=O)OCc2ccccc2)cc1 (stereo partly drawn)
